Compound activity deposited in PubChem by National Center for Advancing Translational Sciences (NCATS).
IL-1B inflam inh: qHTS for Inhibitors of Inflammasome Signaling: IL-1-beta AlphaLISA Primary Screen | THP-1 LPS/ATP IL-1B secretion, AlphaLISA, 16 h; active compounds read low | activity change, % at 57.5 µM | actives 4.7% (n = 360,000); in the data active means activity change below about -50%; inconclusive means mostly about -30% to -49%; further: on the % scale 0 is the no-effect control and ±100 the full control effect
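Secreted IL-1B measured by AlphaLISA bead assay after 16 h compound exposure of THP-1 cells; compounds (final up to 57.5 uM) added 1 h before LPS (250 ng/mL) and ATP (1.25 mM) stimulation; lower signal means less secretion.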
HT1080 IDH1KD tx: qHTS for induction of synthetic lethality in tumor cells producing 2HG: qHTS for the HT-1080-IDH1KD cell line; actives 2% (n = 360,000); HT-1080 IDH1 knockdown viability, ATP luminescence, 48 h; AID 686971, 2013; Potency, µM (doses to about 46.1 µM), for inactives: top-dose activity, negative = toxicity, most hits filed as cytotoxic;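 further: potency means the concentration at half of the fitted maximal effect; 0% = DMSO wells and -100% = cell-free medium wells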
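HT-1080-IDH1KD cells (IDH1 knocked down), 750/well in RPMI with 5% FBS, treated with compound 48 h at 37 degrees C. Viability by CellTiter-Glo luminescence, normalised to DMSO and no-cell wells; concentration-response curves classed.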
KB-3-1 tox: qHTS assay for MDR1-selective chemotherapeutics: Primary screen using the parental adenocarcinoma cell KB-3-1; KB-3-1 viability, CellTiter-Glo ATP luminescence, 72 h; Potency, µM (doses to about 46.1 µM), inactives show at the top dose activity change, negative = cytotoxic, most hits filed as cytotoxic; actives 1.4% (n = 400,000); further: potency means the concentration at half of the fitted maximal effect; on the % scale 0 is the no-effect control and ±100 the full control effect; nearly all actives have a fitted effect of over 60% in size
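Viability of parental KB-3-1 cells, measured by CellTiter-Glo luminescence, followed a 72 h incubation at 37 °C with pinned compounds in phenol-red-free DMEM containing 10% FBS.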
KB-V1 MDR tox: qHTS assay for MDR1-selective chemotherapeutics: Primary screen using the drug-selected MDR subline cells KB-V1 | KB-V1 MDR cells viability, CellTiter-Glo, 72 h | Potency, µM (doses to about 46.1 µM), inactives show at the highest dose activity change, negative = cytotoxicity, most hits filed as cytotoxic | AID 1347076, 2019 | actives 3.4% (n = 400,000); further: potency means the concentration at half of the fitted maximal effect; on the % scale 0 is the no-effect control and ±100 the full control effect; nearly all actives have a fitted effect of over 60% in size
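Compound-treated KB-V1 multidrug-resistant cells, 72 h, 37 degrees C; viability by CellTiter-Glo. Fitted qHTS curves give the values.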
MCF10A rerep: A quantitative high throughput screen for small molecules that induce DNA re-replication in MCF 10a normal breast cells | AID 624296, 2012 | MCF 10A DNA re-replication, Hoechst nuclear intensity, 48 h | actives 2.9% (n = 350,000) | Potency, µM (top dose mostly 46.1 µM), for the others: at the top dose activity, positive = re-replication, hits mostly activators; further: potency means the concentration at half of the fitted maximal effect; % of control where 0% means no effect; nearly all actives have a fitted effect of over 50% in size
HT1080NT lethal: qHTS for induction of synthetic lethality in tumor cells producing 2HG: qHTS for the HT-1080-NT fibrosarcoma cell line; HT-1080-NT fibrosarcoma viability, CellTiter-Glo ATP luminescence, 48 h; Potency, µM (series often up to 46.1 µM), for the others: top-dose activity, negative = less viability, hits mostly cytotoxic; actives 1.6% (n = 360,000);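 further: NT is the 2HG producing partner of a matched IDH1 knockdown line; potency means the concentration at half of the fitted maximal effect; 0% = DMSO-treated cells and -100% = media-only wells without cells; nearly all actives have a fitted effect of over 55% in size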
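Viability of the 2HG-overproducing fibrosarcoma line after 48 hours of compound exposure at 37 degrees C was determined by luminescence with CellTiter-Glo, and concentration-effect curves were then fitted and categorized.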
ATXN2 expr inh: Primary qHTS for Inhibitors of ATXN expression; HEK-293 ATXN2-luciferase reporter, luminescence, 24 h; Potency, µM (highest dose often 57 µM), for inactives: at the highest dose activity change, negative = inhibition, hits mostly inhibitors; actives 0.72% (n = 360,000); further: potency means the concentration at half of the fitted maximal effect; on the % scale 0 is the no-effect control and ±100 the full control effect; nearly all actives have a fitted effect of over 55% in size
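qHTS (up to 57 uM final) was run with 24 h compound exposure of reporter cells at 37 °C. Each well was multiplexed: SteadyGlo luminescence measured ATXN2-luciferase expression after a fluorogenic Gly-Phe-AFC viability readout (25 uM final).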
ATXN viability: Viability Counterscreen for Primary qHTS for Inhibitors of ATXN expression; S2 cells (HEK-293 line with an ATXN2-luciferase reporter) viability, CellTiter-Fluor protease fluorescence, 24 h; Potency, µM (series often up to 56.7 µM), hits mostly cytotoxic; actives 0.49% (n = 400,000); AID 651635, 2014; further: potency means the concentration at half of the fitted maximal effect; nearly all actives have a fitted effect of over 40% in size
SW480 rerep: A quantitative high throughput screen for small molecules that induce DNA re-replication in SW480 colon adenocarcinoma cells; Potency, µM (highest dose often 46.1 µM), without a hit: at the top dose re-replication activation, hits mostly activators; SW480 DNA re-replication, Hoechst DNA content imaging, 48 h; AID 624297, 2012; actives 1.8% (n = 340,000); further: potency means the concentration at half of the fitted maximal effect; % of control where 0% means no effect; nearly all actives have a fitted effect of over 55% in size
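SW480 cells exposed to compounds for 48 hr at 37 C, 5% CO2, then Hoechst-stained 40 min. Nuclear DNA content imaged by fluorescence scanning (405 nm excitation, 500-530 nm emission); re-replication scored as increased high-intensity nuclei.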
Numbers without * were called inactive; i = inactive; u = inconclusive; x = not tested or not shown; & = joins results of further samples; [ ] = dose if it differs, or a comment. Unless noted, the call rests on the fitted dose curve; in most records, active means well fitted curve in the direction sought with a large enough effect; inconclusive means small, poorly fitted or top-dose-only effect, or another doubt; inactive means no such curve, though single readings can be large; an effect the other way counts as inactive or inconclusive.

SMILES	IL-1B inflam inh	HT1080 IDH1KD tx	KB-3-1 tox	KB-V1 MDR tox	MCF10A rerep	HT1080NT lethal	ATXN2 expr inh	ATXN viability	SW480 rerep
CCn1c(=O)n(CC)c2cc(S(N)(=O)=O)c(C)cc21	-7	6%	-16%	-10%	-3%	-2%	5%	i	2%
COCc1cc(=O)[nH]c(N2CCN(Cc3ccc4c(c3)OCO4)CC2)n1	4	4%	6%	14%	-3%	0%	x	i	-18%
COc1ccc(C2C(C(=O)NCCN(C)C)c3ccccc3C(=O)N2C)cc1OC (stereo not given)	-12	0%	17%	9%	21%	-3%	1%	i	-8%
O=C(c1cccc(F)c1F)N1CCCc2ccccc21	-6	25%	9%	-15%	2%	17%	-1%	i	0%
FC(F)(F)c1ccc(C2[C@H]3CN(Cc4cccnc4)[C@H](c4ccccc4)C34CC2(c2ccccc2)C4)cc1 (stereo not given in full)	9	u	u	u	-33%[inhibitor]	-9%	-7%	u	-7%[9.22 µM]
Cc1ccc2c(c1)nnn2C1CCN(C(=O)Nc2ccccc2C)CC1	-57*	15%	4%	-25%	-2%	7%	-34%	u	-30%[inhibitor]
CC1=C(C(=O)Nc2ccc(Cl)cc2)C(c2ccccc2C)n2ncc(C(=O)Nc3ccc(C)cc3)c2N1 (stereo not given)	x	x	-10%	u	x	x	-20%	i	x
COc1ccc(-c2c(C#N)c(N)nc3c2CCc2ccccc2-3)cc1OC	0	21µM*	5.8µM*	5.2µM*	1.6µM*	u	6%	i	u
CC(C)c1cc(C(=O)NCCc2ccccc2)no1	-4	3%	-13%	-13%	12%	-3%	x	i	0%
COc1ccc(OC)c(NC(=O)c2ccccc2OC(C)=O)c1	x	x	-2%	u	u	x	-2%	u	-35%[inhibitor]
CCOC(=O)c1cc2c(n(-c3ccccc3)c1=O)CC(C)(C)CC2=O	0	5%	1%	5%	-3%	2%	-3%	i	-25%
CCCCCCCn1ccc(O)c(CC(=O)OC)c1=O	-15	0%	-11%	-4%	6%	2%	-22%	i	-5%
COC(=O)c1sccc1NC(=O)c1cc(-c2cccc(C)c2)nc2ccccc12	6	8%	u	-12%	u	1%	-37%	u	-29%
N#CC(c1ccccc1)N(CCCCl)C(=O)c1ccc(Br)cc1 (stereo not given)	7	-8%	-10%	u	-3%	-3%	x	i	14%
COC(=O)C(c1ccccc1Cl)N1CCc2sccc2C1 (stereo not given)	x	x	x	x	11%	x	-1%	i	5%
Cc1cc(NC(=O)CSc2ccc(F)cc2)no1	28	5%	3%	-27%	u	12%	-6%	i	4%
COc1ccc(C(=O)Nc2nc(-c3ccc([N+](=O)[O-])cc3)c(-c3ccc(OC)cc3)s2)cc1	5	3%	0%	-2%	u	9%	1%	i	6%
CCOC(=O)c1cc(C)sc1NC(=O)CN1CCN(C(=O)C2CCCO2)CC1 (stereo not given)	-7	-1%	1%	-1%	-8%	0%	-14%	i	-2%
CCCCCCCCN1C(=O)[C@H](CC(=O)NCC2CCCCC2)C[C@@]2(C(=O)OCC)CCC=C12	-25	u	-12%	u	x	u	x	x	x
FC(F)(F)C(Cl)Br (stereo not given)	x	x	x	x	0%	x	13%	i	-6%
COc1ccc(NC(=O)C(c2ccccc2)N(C)C(=O)c2ccc(=O)[nH]c2)cc1 (stereo not given)	11	24%	20%	u	13%	8%	1%	i	0%
Cc1ccc2ccc(S(=O)(=O)NCc3ccco3)cc2c1	0	0%	-4%	-21%	-1%	-6%	-2%	u	-4%
O=C(O)CCC(=O)N1N=C(c2ccco2)CC1c1ccco1 (stereo not given)	-4	-2%	-7%	-4%	4%	-2%	-5%	i	14%
O=C(CN(C(=O)c1csnn1)c1ccc(Br)cc1)NC1CCCC1	-30	15%	7%	u	1%	16%	2%	i	-3%
CN(C)CCCN(C(=O)CCOc1ccccc1)c1nc2ccc(F)cc2s1	-86*	21µM*	-28%	-3%	u	18µM*	x	u	u
CC(C)=CC(=O)Nc1ccc(S(=O)(=O)Nc2onc(C)c2C)cc1	10	14%	0%	9%	-5%	3%	1%	i	24%
COc1cc(CCN(C(=O)c2cc3ccccc3[nH]2)C(c2ccccn2)c2nc3ccccc3[nH]2)cc(OC)c1 (stereo not given)	-10	u	0%	12%	x	-1%	12%	i	x
Cc1ccccc1-n1c2nc(=O)n(C)c(=O)c-2cc2ccccc21	x	-3%	-2%	-21%	21µM*	-2%	-11%	x	18µM*
Cc1c(Cc2ccccc2)sc(/N=C/c2ccc3ccccc3c2)c1C(N)=O	44	2.9µM*	u	0.92µM*	2.9µM*	2.9µM*	21%	x	1.2µM*
CCC(Oc1ccccc1)C(=O)Nc1ccsc1C(=O)OC (stereo not given)	23	-6%	0%	4%	13%	-6%	-11%	i	3%

Among those listed so far, these contain a cyano group.
SMILES	IL-1B inflam inh	HT1080 IDH1KD tx	KB-3-1 tox	KB-V1 MDR tox	MCF10A rerep	HT1080NT lethal	ATXN2 expr inh	ATXN viability	SW480 rerep
COc1ccc(-c2c(C#N)c(N)nc3c2CCc2ccccc2-3)cc1OC	0	21µM*	5.8µM*	5.2µM*	1.6µM*	u	6%	i	u
N#CC(c1ccccc1)N(CCCCl)C(=O)c1ccc(Br)cc1 (stereo not given)	7	-8%	-10%	u	-3%	-3%	x	i	14%

An excerpt of these results, as a markdown table.
| compound | IL-1B inflam inh | HT1080 IDH1KD tx | KB-3-1 tox | KB-V1 MDR tox | MCF10A rerep | HT1080NT lethal | ATXN2 expr inh | ATXN viability | SW480 rerep |
| --- | --- | --- | --- | --- | --- | --- | --- | --- | --- |
| CC1=C(C(=O)Nc2ccc(Cl)cc2)C(c2ccccc2C)n2ncc(C(=O)Nc3ccc(C)cc3)c2N1 (stereo not given) | x | x | -10% | u | x | x | -20% | i | x |
| COc1ccc(-c2c(C#N)c(N)nc3c2CCc2ccccc2-3)cc1OC | 0 | 21µM* | 5.8µM* | 5.2µM* | 1.6µM* | u | 6% | i | u |
| CC(C)c1cc(C(=O)NCCc2ccccc2)no1 | -4 | 3% | -13% | -13% | 12% | -3% | x | i | 0% |
| COc1ccc(OC)c(NC(=O)c2ccccc2OC(C)=O)c1 | x | x | -2% | u | u | x | -2% | u | -35%[inhibitor] |

(more compounds)
SMILES	IL-1B inflam inh	HT1080 IDH1KD tx	KB-3-1 tox	KB-V1 MDR tox	MCF10A rerep	HT1080NT lethal	ATXN2 expr inh	ATXN viability	SW480 rerep
O=C1NC2(CCCCCC2)C(=O)N1Cc1ccccc1F	4	10%	12%	u	4%	3%	-12%	i	0%
CN(C)S(=O)(=O)c1ccc(C(=O)NCC(=O)N/N=C/c2ccccc2Cl)cc1	-29	-12%	4%	-5%	-2%	-16%	-28%	i	-2%
O=S(=O)(c1cccc(C(F)(F)F)c1)N1CCN(S(=O)(=O)c2ccc3c(c2)OCCO3)CC1	x	x	22%	25%	7%	x	12%	i	0%
CC(C)(Oc1ccc(Cl)cc1)C(=O)N1CCN(C(=O)c2ccco2)CC1	-7	-5%	u	-12%	-4%	3%	-13%	i	-5%
CCCCNC(=O)[C@@H]1CC=C[C@@H]2CCN(C3CC3)C(=O)[C@@H]21	36	15%	28%&8%	u	-4%	0%	8%	i	-2%
Cc1ccc2nc(C)c(C)nc2c1N	-3	4%	9%	-8%	-17%	6%	2%	i	-5%
Cc1ccc(S(=O)(=O)CCC(=O)OCn2nnc3ccccc3c2=O)cc1	3	-1%	8%	u	-2%	1%	-9%	i	-6%
COC(=O)c1[nH]c2ccccc2c1NC(=O)CN1CCN(Cc2ccc3c(c2)OCO3)CC1	-16	0%	-17%	u	-1%	-7%	-15%	i	-3%[9.22 µM]
CCN(CC)c1ccc(NC(=O)CN2CCN(CC(=O)Nc3ccc(F)cc3)CC2)cc1	-4	-18%	-3%	-6%	4%	-12%	4%	i	-1%
Nc1ccc(-c2nc3ccccc3s2)cn1	u	u	-3%	u	12%	u	76%[activator]	i	-1%
COc1cc(/C=C(/C#N)c2nc3ccccc3[nH]2)ccc1OC(=O)c1ccco1	-62*	-24%	u	-11%	-2%	-15%	56%[activator]	i	-5%
N#Cc1ccc(Sc2nc3ccccc3[nH]2)cc1C#N	-22	0%	0%	-26%	3%	-5%	-7%	i	7%
CC(SCc1cn2cc(Cl)ccc2n1)C(=O)O (stereo not given)	-5	-3%	0%	-6%	-1%	-13%	-9%	i	-8%[9.22 µM]
COC(=O)C1(C(=O)OC)c2cc3c(cc2CN(S(=O)(=O)c2ccc(C)cc2)C1CC(C)=O)OCO3 (stereo not given)	-29	-7%	-4%	-36%	x	0%	x	x	x
